From PubChem
KB-V1 MDR tox – KB-V1 MDR subline cytotoxicity; KB-V1 MDR cells viability, CellTiter-Glo, 72 h; Potency, µM (titrated, usually from 46.1 µM), without a hit: top-dose activity change, negative = cytotoxicity, usual class: cytotoxic; 400,000 tested, 3.4% active; AID 1347076; note: potency is the fitted concentration of half-maximal effect; % is set by controls: 0 for no effect and ±100 for the full control effect; nearly all actives have a fitted effect of over 60% in size
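qHTS viability screen in drug-selected KB-V1 MDR cells: 72 h compound treatment at 37 degrees C, ATP luminescence end point.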
GLP1R inv ag – acts as inverse agonist at human GLP-1 receptor | P43220 | HEK293 GLP-1R CRE-luciferase, luminescence, 24 h; GLP-1R form is constitutively active | Potency, µM (titrated, usually from 38.3 µM), for the others: at the highest dose activity change, negative = inhibition, hits mostly inhibitors | 410,000 tested, 1.6% active; note: potency is the fitted concentration of half-maximal effect; % is set by controls: 0 for no effect and ±100 for the full control effect; nearly all actives have a fitted effect of over 55% in size
Target sequence (P43220 whole entry, looked up): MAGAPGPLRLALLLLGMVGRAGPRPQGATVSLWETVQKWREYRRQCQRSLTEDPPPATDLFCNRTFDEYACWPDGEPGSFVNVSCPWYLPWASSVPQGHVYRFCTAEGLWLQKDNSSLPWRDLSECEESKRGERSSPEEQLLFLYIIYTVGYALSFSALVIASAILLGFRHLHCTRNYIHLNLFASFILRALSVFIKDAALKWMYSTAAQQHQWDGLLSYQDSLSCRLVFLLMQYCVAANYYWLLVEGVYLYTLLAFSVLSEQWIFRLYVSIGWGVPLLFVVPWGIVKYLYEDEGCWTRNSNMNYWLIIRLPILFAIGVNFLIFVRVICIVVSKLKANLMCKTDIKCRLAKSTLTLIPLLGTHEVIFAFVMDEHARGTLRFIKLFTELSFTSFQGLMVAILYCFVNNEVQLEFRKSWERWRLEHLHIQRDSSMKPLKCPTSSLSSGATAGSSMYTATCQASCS
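Stable HEK293 clone (constitutively active GLP-1R + cAMP-response luciferase); 200 cells/uL plated, 12 h pre-culture, compound 24 hr, 37 deg C/5% CO2; detection reagent 12 min RT; luminescence.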
PTHR1 ag – PTHR1 (human) receptor agonism; Potency, µM (top dose mostly 115 µM), without a hit: at the top dose activation, actives largely listed as activators; HEK293 GP2 PTHR1 cells, GloSensor cAMP luminescence, 1 h; 410,000 tested, 0.075% active; AID 743266; Q03431; note: potency is the fitted concentration of half-maximal effect; nearly all actives have a fitted effect of over 55% in size; some results filed as inactive show a strong effect at the top dose; inactives centre near -15; many of its hits are not listed in these tables
Target sequence (Q03431 whole entry, looked up): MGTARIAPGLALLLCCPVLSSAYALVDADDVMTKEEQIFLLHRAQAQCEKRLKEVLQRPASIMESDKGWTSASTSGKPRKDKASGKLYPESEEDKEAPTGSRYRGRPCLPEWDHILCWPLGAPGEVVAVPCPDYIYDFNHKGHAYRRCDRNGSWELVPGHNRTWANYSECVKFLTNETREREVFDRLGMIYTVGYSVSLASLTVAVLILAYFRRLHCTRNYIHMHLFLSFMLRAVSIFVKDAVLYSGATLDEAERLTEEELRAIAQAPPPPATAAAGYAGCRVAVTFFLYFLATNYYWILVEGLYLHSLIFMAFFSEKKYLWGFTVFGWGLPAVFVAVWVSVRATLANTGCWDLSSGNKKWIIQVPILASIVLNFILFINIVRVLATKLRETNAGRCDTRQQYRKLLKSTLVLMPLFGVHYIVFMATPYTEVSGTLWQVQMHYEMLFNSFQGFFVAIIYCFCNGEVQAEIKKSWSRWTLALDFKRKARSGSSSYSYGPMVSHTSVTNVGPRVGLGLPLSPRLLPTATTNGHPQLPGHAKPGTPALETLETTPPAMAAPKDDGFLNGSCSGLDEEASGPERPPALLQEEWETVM
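HEK-293-derived GP2 cells expressing PTHR1 and a GloSensor cAMP reporter, 3,000/well, plated overnight, given luciferin plus IBMX (each 0.5 mM as added) for 1 h at 37 °C, then compound for 1 h at 37 °C. Luminescence was read after 15 min at room temperature.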
DRD3 antagonist – D3 dopamine receptor (human) antagonism; P35462; D3R cells, DiscoveRx beta-arrestin luminescence, antagonist mode; hits give low values; max response, negative = inhibition, %; 360,000 tested, 2.5% active; AID 652054; in the data active = max response below about -50%; inconclusive = no clear call, values can overlap the other calls; note: % is set by controls: 0 for no effect and ±100 for the full control effect; mostly tested at two doses, the higher about 12 µM
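Cells plated overnight at 1500 cells/well, then exposed to library compounds with dopamine controls for 90 minutes at 37 degrees C. DiscoveRx reagent added for 30–60 minutes at room temperature; luminescence read, quantitative HTS format.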
HEK293 tox – cytotoxicity in counter-screen for GLP-1R inverse agonists. HEK293 cAMP-luciferase reporter cells, luminescence, 24 h. AID 624418. Potency, µM (highest dose often 38.3 µM), for inactives: at the highest dose activity change, negative = inhibition, actives largely listed as inhibitors. 410,000 tested, 0.13% active;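 note: loss of luciferase light is scored as toxicity; potency is the fitted concentration of half-maximal effect; % is set by controls: 0 for no effect and ±100 for the full control effect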
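Cells in DMEM/10% Nu serum/1% pen-strep, 1536-well format. Pre-incubated 12 h, dosed with 23 nL compound, incubated a further 24 h. Luciferase detection, 12 min at room temp, luminescence.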
DRD3 agonist – activates the human D3 dopamine receptor; P35462; D3R DiscoveRx beta-arrestin cells, luminescence, 90 min; max activation, %; 410,000 tested, 0.58% active; in the data active = max activation above about 30%; note: 0% is about no effect; mostly tested at two doses, the higher about 12 µM
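Cells at 1500/well, incubated overnight, then treated with pinned compounds (dopamine as control) for 90 min at 37 degrees C. DiscoveRx reagent added for 30 - 60 minutes at room temperature; luminescence read.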
TDP43 rescue – TDP-43 toxicity inhibition in yeast; TDP-43 expressing yeast growth rescue, BacTiter-Glo, 24 h; Potency, µM (highest dose often 46.1 µM), for the others: at the top dose growth rescue (activation), most hits filed as activators; 410,000 tested, 1.8% active; note: potency is the fitted concentration of half-maximal effect; % of control where 0% means no effect; nearly all actives have a fitted effect of over 50% in size
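Readout is BacTiter-Glo luminescence of cell growth, so inhibitors register as activators. TDP-43-expressing yeast at OD600=0.02 in galactose medium, after raffinose pregrowth to mid-log, were incubated with compound for 24 hr at 30 deg C.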
aSyn yeast inh – inhibitors of alpha-synuclein toxicity in yeast; Yeast expressing alpha-synuclein, growth rescue, BacTiter-Glo, 24 h; Potency, µM (doses to about 46.1 µM), without a hit: at the top dose growth rescue (activation), hits mostly activators; 370,000 tested, 0.14% active; note: potency is the fitted concentration of half-maximal effect; % of control where 0% means no effect; nearly all actives have a fitted effect of over 65% in size
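Screening used galactose-induced yeast with toxic alpha-synuclein levels, exposed to compound for 24 hr at 30 deg C. Cell growth, read with BacTiter-Glo luminescence, gave the measured signal.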
GLP-1R agonist – GLP-1 receptor (human) agonism; P43220; Potency, µM (doses to about 45.6 µM), inactives show at the top dose activation, hits mostly activators; 380,000 tested, 0.007% active; AID 624172; HEK293 GLP-1R CRE-luciferase, luminescence, 4-6 h; cells express a hypersensitive GLP-1R form; note: potency is the fitted concentration of half-maximal effect; % of control where 0% means no effect
Numbers without * were called inactive; i = inactive; ? = inconclusive; · = not tested or not shown; [ ] = dose if it differs, or a comment. Unless noted, calls come from the whole dose curve; as a rule, active = well fitted curve in the direction sought with a large enough effect; inconclusive = small, poorly fitted or top-dose-only effect, or another doubt; inactive = no such curve, though single readings can be large; an effect the other way counts as inactive or inconclusive. A portion of the library, so the mix of outcomes need not match the whole.

SMILES	KB-V1 MDR tox	GLP1R inv ag	PTHR1 ag	DRD3 antagonist	HEK293 tox	DRD3 agonist	TDP43 rescue	aSyn yeast inh	GLP-1R agonist
CCCCCCCOC(=O)c1nc(Cl)c(Cl)c(N)c1Cl	0%	?	i	0	?	0	-34%[inhibitor]	-12%	15%
COc1ccccc1CN(C)C(=O)c1cccc(S(=O)(=O)N2CCCc3ccccc32)c1	0%	?	-15%	25	?	0	25%	12%	1%
COc1ccc(OC)c(S(=O)(=O)NCCO)c1	17%	-8%	12%[57.5 µM]	3	9%	-8	-14%	1%	-10%
COc1ccccc1OCCNC(=O)c1cccs1	-5%	19%	-2%	-11	75%[activator]	2	21%	-2%	10%
Cc1cc(/C=C(\C#N)C(=O)NCc2ccco2)c(C)n1C1CCCC1	-9%	?	-7%[57.5 µM]	?	-3%	1	?	0%	11%
CN1CCN(c2nc3ccccn3c(=O)c2C=C(C#N)C#N)CC1	?	9%	i	-18	8%	-16	4%	-8%	6%
O=CNn1cnc2c(oc3nc(-c4ccccc4)cc(-c4ccco4)c32)c1=O	-15%	38%[activator]	i	-6	-3%	6	8%	5%	6%
CC1CCCN(C(=O)C2CCN(c3nc(-c4ccccc4)nc4c3CCC4)CC2)C1 (stereo unspecified)	?	?	?	-1	-2%	-1	8%	-5%	3%
Cc1ccc(S(=O)(=O)N2CCN(C(=O)C3CCCC3)CC2)cc1C	-16%	?	i	1	-1%	6	13%	6%	9%
Cc1onc(-c2c(Cl)cccc2Cl)c1C(=O)NN1CCCCCC1	-26%	4%	i	13	48%[activator]	-8	22%	3%	6%
O=C(Nc1ccnn1C1CCN(CC2CC=CCC2)CC1)c1ccccc1Cl (stereo unspecified)	2%	-14%	i	-7	-8%	-11	-5%	1%	6%
CCn1nc(C)c(CNC(=O)CC2C(=O)NCCN2CC(C)(C)C)c1C (stereo unspecified)	-3%	25%	19%	9	7%	14	0%	0%	-3%
NCCCCCc1cn([C@@H](CO)C(=O)NCCCCCCCCCCC(=O)N2CCNCC2)nn1	?	6%	-17%	26	1%	2	11%	4%	-2%
CCOC(=O)c1cc(CC)sc1/N=C/C1=C(O)CCCC1=O	27%	15%	i	-15	1%	0	28%	2%	-6%
CCc1ccccc1NC(=O)c1nnn(CC(=O)Nc2c(C)cc(C)cc2C)c1N	15%	7%	i	·	4%	7	2%	·	0%
O=S(=O)(NCCc1ccc(F)cc1)c1cccc2cccnc12	?	-3%	-47%[inhibitor]	1	?	-5	-6%	26%	6%
CN(Cc1ccc(Cl)c(Cl)c1)C(=O)C1=CC=CN2CCS(=O)(=O)N=C12	-3%	-15%	i	-16	5%	-4	-5%	-1%	-2%
CS(=O)(=O)Nc1ccc(C2=NN(S(C)(=O)=O)C(c3ccc4nccnc4c3)C2)cc1 (stereo unspecified)	?	28%	-20%	-9	0%	-22	-15%	2%	-2%
O=C(CNC(=O)OCc1ccccc1)OC(c1ccccc1)c1ccccc1	-6%	?	-63%[inhibitor]	9	-6%	-8	-22%	0%	12%
O=C(COC(=O)c1ccc2c(c1)OCO2)Nc1cccc(F)c1	0%	-23%	-16%	0	0%	-1	18%	-9%	1%
Cc1ccc(NC(=S)N/N=C/c2c(C)nn(-c3ccccc3)c2N2CCCC2)cc1	-2%	?	0%	-25	-20%	-20	0%	-3%	11%
CC1=CC2CC1C1C(=O)N(c3ccc(S(=O)(=O)Nc4nc(C)cc(C)n4)cc3)C(=O)C21 (stereo unspecified)	0%	21%	i	-2	14%	-18	-17%	-8%	-1%
O=C(NCCN1CCC(n2c(=O)[nH]c3ccccc32)CC1)c1cc(F)cc(F)c1	-18%	?	-10%	-101*	1%	-11	-10%	0%	-2%
COCCCNc1nc2c(c(=O)n(Cc3ccc(Cl)cc3)c(=O)n2C)n1C	-26%	5%	-19%	16	-3%	2	-9%	-4%	-5%
CCOC(=O)N1CCN(CC(=O)Nc2sc(CC)cc2C(=O)c2ccc(OC)cc2)CC1	-5%	5.6µM*	-22%	3	-26%	14	?	-6%	18%
COc1ccc(NC(=O)CCN2CCN(CCO)CC2)cc1	6%	2%	-5%	·	-11%	4	5%	·	·
O=c1oc2ccccc2cc1N1CCOCC1	0%	1%	-5%	-8	6%	-7	-22%	1%	8%
COc1ccccc1OCCNC1CCCC1	-25%	7%	i	-76*	-10%	-7	9%	0%	1%
CCn1c(C)c2c(C)nnc(C)c2c1C	24%	0%	i	-5	-4%	2	1%	0%	-8%
CNC(=O)CC(C(=O)O)c1ccc(OCC(C)C)cc1 (stereo unspecified)	26%	7%	i	7	-1%	0	11%	7%	0%

Complete entries from above. Order of screens: KB-V1 MDR tox	GLP1R inv ag	PTHR1 ag	DRD3 antagonist	HEK293 tox	DRD3 agonist	TDP43 rescue	aSyn yeast inh	GLP-1R agonist
O=C(NCCN1CCC(n2c(=O)[nH]c3ccccc32)CC1)c1cc(F)cc(F)c1 in the list: -18%	?	-10%	-101*	1%	-11	-10%	0%	-2%
O=S(=O)(NCCc1ccc(F)cc1)c1cccc2cccnc12 in the list: ?	-3%	-47%[inhibitor]	1	?	-5	-6%	26%	6%
COc1ccc(NC(=O)CCN2CCN(CCO)CC2)cc1 in the list: 6%	2%	-5%	·	-11%	4	5%	·	·

More records.
SMILES	KB-V1 MDR tox	GLP1R inv ag	PTHR1 ag	DRD3 antagonist	HEK293 tox	DRD3 agonist	TDP43 rescue	aSyn yeast inh	GLP-1R agonist
Cc1c(NC(=O)C(Sc2ccccc2)c2ccccc2)cccc1[N+](=O)[O-] (stereo unspecified)	-29%	?	-9%	20	2%	-3	28%	-17%	-32%[inhibitor]
FC(F)(F)c1cccc(OCc2nnc3n2CCC3)c1	-3%	5%	i	5	6%	0	-14%	0%	5%
CN(C)C1CCCCC=CC(=O)NC1 (stereo unspecified)	16%	3%	8%	-2	1%	-9	-2%	-3%	-3%
O=C(c1cccc(NC2=NC3CS(=O)(=O)CC3S2)c1)N1CCN(c2ccc(F)cc2)CC1 (stereo unspecified)	0%	7%	i	-4	4%	4	2%	-6%	9%
COc1cccc(-n2c(-c3ccco3)nc3nc4ccccc4nc32)c1	-4%	28%	-20%	-8	18%	0	-8%	-5%	7%
COc1ccc(-c2nnc(-c3cccs3)o2)cc1OC	6.5µM*	0%	-8%[57.5 µM]	11	2%	1	9%	-22%	14%
CC1(C)OC(C(O)(c2ccccc2)c2ccccc2)[C@@H](C(O)(c2ccccc2)c2ccccc2)O1 (stereo partly specified)	-13%	13%	-15%	16	10%	0	12%	-5%	-6%
Cc1ccc(NC(=O)CCCc2ccccc2)nc1	0%	9%	i	-14	0%	-14	4%	0%	11%
O=C(NNC(=S)Nc1ccccc1)c1ccccc1[N+](=O)[O-]	?	17%	i	-11	7%	6	15%	0%	2%
Cc1ccnc(NC(=O)CSc2cc(=O)n(C)c3ccccc23)c1	?	1%	-8%[57.5 µM]	-23	?	0	9%	3%	3%
Cc1ccsc1CN(C)C(=O)CCc1nnc(COc2ccccc2)o1	?	-6%	-6%	12	-4%	2	19%	7%	9%
CN(CCNC(=O)c1cccc(N2CCCC2=O)c1)Cc1ccccc1	-2%	-46%	i	-58*	-1%	0	0%	1%	-1%
COc1ccc(-c2sc(Nc3ccccc3)n[n+]2C)c(C)c1C	-20%	-16%	-40%[inhibitor]	-21	-1%	-8	?	9%	2%
C/C(=N\NC(=O)Cc1c[nH]c2ccccc12)c1ccc2ccccc2c1	?	-15%[7.66 µM]	i	7	-10%[7.66 µM]	19	13%	-2%	-1%
COc1ccc(CN(Cc2ccc(C(=O)O)cc2)C(=S)Nc2ccccc2F)cc1OC	0%	18%	i	-18	-8%	-15	-30%[1.82 µM]	-1%	9%
Cc1noc(C)c1CSc1nc2sc(C)c(C)c2c(=O)n1C1CCCC1	-9%	-7%	-17%	-25	9%	-2	5%	·	0%
COc1ccc(CCNC(=O)c2ccc(C)s2)cc1OC	26%	19%	-2%	3	-20%	-1	?	0%	-4%
Cc1ccc(Cn2ccc(NC(=O)C3C4CCC(C4)C3C(=O)O)n2)cc1 (stereo unspecified)	0%	-4%	-3%[57.5 µM]	19	0%	-1	-5%	-6%	3%
CC1=NN(/C(=N\c2nnc(C)s2)Nc2ccccc2)[C@H](c2cccc3ccccc23)S1	-28%	-14%	0%	?	-8%	-13	?	3%	-6%
CC(C)N(C(=O)CSc1nnc(NC(=O)c2ccco2)s1)C(C)C	5%	-4%	i	-4	2%	-2	?	10%	-2%
CC(C)c1ccc(NC(=O)C(c2ccc3c(c2)OCO3)N2CCN(C(=O)c3ccco3)CC2)cc1 (stereo unspecified)	-15%	10µM*	i	-22	-29%	1	2%	7%	1%
C/C(=N\NC(=O)c1cccs1)C(C)(C)C	0%	-1%	i	-8	-19%	-1	-12%	-9%	2%
C=CCCC(=O)NC1CC(C)(C)Cc2c1cnn2-c1cccc(F)c1 (stereo unspecified)	-2%	-16%	-25%	5	-15%	9	24%	2%	2%
CC(OC(=O)/C=C/c1ccco1)C(=O)NC1CCCCC1C (stereo unspecified)	-15%	11%	-15%	-20	10%	-4	11%	-5%	-5%
Nc1ccc([N+](=O)[O-])cc1C(=O)NNC(=O)c1ccco1	-4%	3%	-2%	-17	-23%	-2	8%	-3%	2%
NC(=O)c1c(NC(=O)Cc2ccccc2)sc2c1CCN(Cc1ccccc1)C2	0%	?	-22%	-27	0%	-10	14%	1%	13%
c1ccc(-n2c(-c3ccncc3)nnc2N2CCOCC2)cc1	14%	0%	-6%[57.5 µM]	7	4%	-2	-4%	4%	3%
CCN=C1SC(C(=O)Nc2cccc(C(=O)O)c2)CC(=O)N1CC (stereo unspecified)	14%	-5%	i	?	-2%	0	3%	-4%	-7%
